RBX1-CUL1 inh: inhibitors of human ROC1-CUL1 ubiquitin ligase activity; P62877+Q13616; in vitro K48 di-Ub FRET, acceptor:donor ratio, 45 min; inhibition, % at 10 µM; hit rate 0.6% among 140,000; AID 1347404; in the data active means inhibition above about 25%
Target sequence (P62877 whole entry, looked up): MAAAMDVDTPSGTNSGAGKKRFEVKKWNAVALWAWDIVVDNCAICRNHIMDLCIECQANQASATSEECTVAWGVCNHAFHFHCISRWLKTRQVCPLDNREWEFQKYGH
Target sequence (Q13616 whole entry, looked up): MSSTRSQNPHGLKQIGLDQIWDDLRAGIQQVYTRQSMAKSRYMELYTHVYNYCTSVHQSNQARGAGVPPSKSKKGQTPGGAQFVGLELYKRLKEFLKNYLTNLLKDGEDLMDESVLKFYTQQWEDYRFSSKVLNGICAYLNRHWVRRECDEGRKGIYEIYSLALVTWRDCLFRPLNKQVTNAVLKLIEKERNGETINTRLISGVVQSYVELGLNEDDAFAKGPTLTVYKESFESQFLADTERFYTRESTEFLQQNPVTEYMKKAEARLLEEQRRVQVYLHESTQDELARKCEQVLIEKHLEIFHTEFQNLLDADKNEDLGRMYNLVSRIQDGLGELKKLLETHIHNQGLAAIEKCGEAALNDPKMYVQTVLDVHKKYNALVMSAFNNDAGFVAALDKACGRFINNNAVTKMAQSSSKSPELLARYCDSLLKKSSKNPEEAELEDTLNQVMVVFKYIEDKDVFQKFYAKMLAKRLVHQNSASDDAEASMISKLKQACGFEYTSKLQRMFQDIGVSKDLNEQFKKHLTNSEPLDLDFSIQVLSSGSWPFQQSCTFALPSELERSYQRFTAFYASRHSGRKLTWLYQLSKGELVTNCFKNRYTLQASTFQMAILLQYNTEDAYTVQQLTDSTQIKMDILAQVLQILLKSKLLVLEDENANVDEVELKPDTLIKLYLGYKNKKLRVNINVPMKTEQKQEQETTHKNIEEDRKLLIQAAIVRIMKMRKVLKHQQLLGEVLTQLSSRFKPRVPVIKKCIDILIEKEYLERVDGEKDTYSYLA
An asterisk follows results filed as active. These rows are one share of the data; count on the stated rates, not on these rows.

RBX1-CUL1 inh | compound
-0.8 | COc1cccc(-c2cccc(N3CCC(NC4CCCOC4)CC3)c2)c1 (stereo not given)
-1.1 | Cc1cccc(-n2ncc(C(=O)N3CCN(c4ccc(C)cc4C)CC3)c2C2CCN(C(=O)OC(C)(C)C)CC2)c1
-3.8 | CCc1cccc(C)c1NC(=O)CSc1n[nH]c(-c2ccccc2)n1
0.0 | O=C1c2cccc3cccc(c23)C(=O)N1c1cccc(C(F)(F)F)c1
-6.6 | CCc1ccc(NCc2cc(Br)c(OCc3ccc(Cl)cc3)c(Br)c2)cc1
7.7 | O=C(NC1CCCN(Cc2ccccn2)C1)c1ccoc1 (stereo not given)
3.6 | COc1ccccc1/C=C/c1nc(C#N)c(N2CCN(C)CC2)o1
7.7 | C/C(=N\NC(=O)c1nnn(-c2nonc2N)c1-c1ccccc1)c1ccc(Br)cc1
-12.2 | COc1ccc(CCNc2ccc(C)cc2)cc1
4.6 | CC1=Nc2nc(SCc3ccccc3C)nn2C(CC(C)C)C1C(=O)Nc1ccccc1 (stereo not given)
-12.7 | COc1ccc(C(=O)Nc2ccc3oc(-c4cccc(Cl)c4)nc3c2)cc1[N+](=O)[O-]
1.3 | O=C(Cn1c(-c2ccccn2)nc2ccccc21)NCCCn1ccnc1
-7.2 | C=CCNc1oc(-c2cccs2)nc1C#N
-5.8 | COc1cc(=O)n2c(c1C(=O)NC(C)c1ccco1)CCN(Cc1c(C)nc3sccn13)CC2 (stereo not given)
-2.3 | Cn1c(=O)c2[nH]c(/C=N/NC(N)=S)nc2n(C)c1=O

Some of the entries so far, as labelled records.
> Cc1cccc(-n2ncc(C(=O)N3CCN(c4ccc(C)cc4C)CC3)c2C2CCN(C(=O)OC(C)(C)C)CC2)c1
  RBX1-CUL1 inh: -1.1

> CC1=Nc2nc(SCc3ccccc3C)nn2C(CC(C)C)C1C(=O)Nc1ccccc1 (stereo not given)
  RBX1-CUL1 inh: 4.6

(list continues)
RBX1-CUL1 inh | compound
-1.3 | CC(=O)CSc1nc(Nc2ccccc2)c2c3c(sc2n1)CCCC3
-2.1 | CN(C(=O)c1ccco1)C(Cc1ccc(F)cc1F)C1CCN(Cc2cc(Cl)ccc2O)CC1 (stereo not given)
-3.4 | Cc1nc(NC(=O)NCc2noc(Cc3ccccc3)n2)nn1C
0.8 | O=S(=O)(Nc1ccc(F)cc1)c1ccc(-c2ccc(Cl)cc2)cc1
2.6 | O=C(NC1CCCN(CCc2ccccc2)C1)c1cnccn1 (stereo not given)
0.9 | Cc1ccc(NC(=O)CCS(=O)(=O)c2ccc(Br)s2)c(Br)c1
6.7 | O=C(Nc1ccc(F)c(Cl)c1)C(=O)N1CCCCC1
2.1 | O=C(C1=CCCCC1)N1CCC(N2CCC(C(=O)N3CCOCC3)CC2)CC1
3.3 | C=CCNS(=O)(=O)c1ccc(C(=O)NC2CC(C)(C)NC(C)(C)C2)cc1
10.7 | Cc1ccc(NC(=O)CC(C)n2nc(C)c(Br)c2C)cc1 (stereo not given)
-13.3 | C=CCn1c(SCC(C)O)nc2c1c(=O)[nH]c(=O)n2C (stereo not given)
1.8 | O=C(c1ccc2c(c1)N(Cc1ccccc1)C(=O)c1ccccc1S2=O)N1CCC(Cc2ccccc2)CC1 (stereo not given)
-3.9 | CCCc1ccc(-c2csc(NC(=O)c3cc4ccccc4oc3=O)c2C(=O)OC)cc1
3.0 | Fc1ccc(-c2nnc3sc(-c4cccnc4)nn23)cc1
1.4 | COC(=O)C1C(C)=NC(S)=C(C#N)C1c1cccnc1 (stereo not given)
9.0 | COC(=O)c1ccc2[nH]c(C)c(CN3CCCCC3C)c(=O)c2c1 (stereo not given)
4.3 | Cc1noc2nc3c(F)c(F)c(F)c(F)c3cc12
9.0 | Cc1cc(NC(=O)CN2CCCCCC2)c2ccccc2n1
-7.0 | COc1ccc(C(=S)N2CCCCCC2)cc1
-5.1 | CCc1cc(OC)c(OC)cc1C(CC)NC(=O)c1cccc(Br)c1 (stereo not given)
3.2 | COc1ccc(NC(=O)c2ccc(CN3CCCCC3)cc2)cc1Cl
-2.3 | Cc1cc2n(c(=O)c1C#N)CC(c1ccccc1)=C2
-1.5 | CCOc1ccccc1C(=O)Nc1ccc(S(=O)(=O)Nc2ncccn2)cc1
0.2 | Cc1ccc(C(=O)NNC(=S)NCc2ccccc2)cc1
2.5 | COc1cccc(C(=O)O)c1Cc1cccc2ccccc12
2.5 | O=CN1CCCN(C(=O)CC2(c3ccccc3)CC(=O)N(Cc3ccc4c(c3)OCO4)C2=O)CC1 (stereo not given)
-9.0 | COC(=O)c1cn(Cc2c(C)cc(C)cc2C)nn1
-9.0 | COC(=O)COc1ccccc1/C=C1/C(=O)N(c2ccc(Cl)cc2)C(=S)N1C
23.7 | COc1ccc(F)cc1S(=O)(=O)Nc1cc(Cl)ccc1C
5.7 | Cc1ccc(NC(=O)c2ccccc2-c2nc3ccccc3[nH]2)cc1C

Three entries already listed, ordered by the value under RBX1-CUL1 inh, lowest first.
canonical_smiles,RBX1-CUL1 inh
COC(=O)COc1ccccc1/C=C1/C(=O)N(c2ccc(Cl)cc2)C(=S)N1C,-9.0
CCc1cc(OC)c(OC)cc1C(CC)NC(=O)c1cccc(Br)c1 (stereo not given),-5.1
Cc1noc2nc3c(F)c(F)c(F)c(F)c3cc12,4.3

Next section
RBX1-CUL1 inh | compound
6.1 | Cc1ccc(CC(=O)NCC2CCCCC2)cc1
-0.6 | C=C(C)CNC(=O)C1CCN(C2CCN(Cc3ccccc3C)CC2)CC1
7.0 | Cc1[nH]cnc1CSCCCc1ccccc1
1.7 | CCC(=O)Oc1ccc(-c2cc(-c3ccc(OC(=O)CC)cc3)nc(-c3ccccc3)n2)cc1
0.5 | Cn1c(CNC(=O)c2cccc(Cl)c2)nnc1SCC(=O)Nc1ccc2ccccc2c1
-1.9 | Fc1ccc(-c2nn3c(-c4ccncc4)nnc3s2)cc1
10.1 | CCOC(=O)N1CCN(C2CCCN(C(=O)C(=O)CC(C)C)C2)CC1 (stereo not given)
0.6 | C=CCn1c(=O)c2c(nc3n2CC(C(C)(C)C)=NN3C)n(C)c1=O
-1.7 | O=C(CCCSc1nc2sc3c(c2c(=O)n1-c1ccccc1)CCCC3)c1ccc(F)cc1
-1.2 | O=C(N=Nc1c(O)n(Cc2ccccc2Cl)c2ccccc12)c1cccs1
-0.6 | Cc1cc(C)c(NC(=O)c2cccc(NS(C)(=O)=O)c2C)c(C)c1
0.9 | CC(=O)N(Cc1cccnc1)c1nc2cc(C)cc(C)c2s1
6.8 | CCn1cc(C(=O)NCc2cccnc2N2CCN(C)CC2)cn1
7.5 | CC(=O)c1cccc(CN2CCN(Cc3ccc(C)o3)C(CCO)C2)c1 (stereo not given)
-3.7 | Cc1nnc2sc(-c3ccc(F)cc3)nn12
5.9 | COC(=O)C1=C(C(=O)OC)C2C=CC=C(c3ccccc3)N2C(C(=O)OC)=C1C(=O)OC (stereo not given)
-14.4 | COc1ccc(C(=O)Oc2ccc(NC(=O)Cc3nn(C)c(=O)c4ccccc34)cc2)cc1
-3.3 | N#Cc1ccc(Oc2ccc(N3C(=O)c4c(Cl)c(Cl)c(Cl)c(Cl)c4C3=O)cc2)cc1
-5.4 | COc1ccc2c(c1)nc(SCC(=O)N/N=C/c1cccs1)n2C
-3.2 | O=C(Cn1cnnn1)N1CCC(CO)(Cc2ccccc2)CC1
0.3 | Cc1ccc(C)c(NC(=O)CSc2nncn3c2cc2sccc23)c1
6.8 | O=C(c1ccsc1)N1CCCC(CO)(CCc2ccccc2)C1 (stereo not given)
7.5 | COc1cccc(Nc2c3c(c(C#N)c4nc5ccccc5n24)CCC3)c1
5.0 | Cn1nccc1C(=O)NCC1Cc2cc(-c3cccc(OC(F)(F)F)c3)ccc2O1 (stereo not given)
-7.0 | COc1ccc(N2CCN(c3ccc(-c4nc(-c5ccccc5C)no4)cc3[N+](=O)[O-])CC2)cc1
8.7 | Nc1nc(N)c2cc([N+](=O)[O-])c(F)cc2n1
-2.1 | O=C(NCc1cccnc1)c1cc2nc(-c3cccs3)cc(C(F)(F)F)n2n1
-4.4 | CCCc1nnc2sc(-c3ccc(OC)cc3)nn12
4.0 | O=C(c1ccc(Br)cc1)N1CCN(CCc2ccncc2)CC1
0.2 | CCOC(=O)c1cc2c(=O)n3ccccc3nc2n(CC2CCCO2)c1=NC(=O)c1cccc(C)c1 (stereo not given)
-11.0 | Cn1c(=O)c2sccc2n2c(CCC(=O)N3CCN(c4cccc(Cl)c4)CC3)nnc12
-4.8 | COc1ccc(S(=O)(=O)NC2CCCCC2)cc1
0.6 | CCNS(=O)(=O)c1ccc(OC)c(C(=O)N2CC(C)CC(C)C2)c1 (stereo not given)
-11.2 | COc1ccc(-c2cnc3c(=O)[nH]cnc3n2)cc1
-4.7 | COc1cccc(C2=Nc3c(C(=O)Nc4ccc(C)cc4)cnn3C(c3ccccc3F)C2)c1 (stereo not given)
10.8 | O=C(c1ccccc1)C1CCNCC1
10.9 | O[C@H]1[C@H](N2CC=CC2)c2ccccc2C12CCN(Cc1ccoc1)CC2
-1.2 | O=C1CC(Cc2ccc(Cl)cc2)C(=O)N1c1ccc(I)cc1 (stereo not given)
5.3 | c1ccc2c(-c3csc(-c4c[nH]c5ccccc45)n3)c[nH]c2c1
7.8 | Cc1ccccc1C(=O)Nc1nc2ccccc2s1
-3.5 | O=S(=O)(Cc1ccc(Cl)c(Cl)c1)N1CCc2ccccc2C1
7.8 | CCOC(=O)c1sc(NC(=O)CN2CCCCC2C)c(C(=O)OCC)c1C (stereo not given)
-5.5 | CCN1CCN(Cc2nc3cc(NC(=O)c4cccc([N+](=O)[O-])c4)ccc3n2CC)CC1
3.7 | O=C(CSc1ncnc2sc3c(c12)CCC3)Nc1ccc2c(c1)OCCO2
1.1 | Cc1ccc(OS(=O)(=O)c2ccc3ccccc3c2)c(-n2nc3ccccc3n2)c1
5.3 | O=C(NC1CCCc2nc(-c3cccnc3)ncc21)C1CCC1 (stereo not given)
7.2 | O=C(NC(Nc1ccc(Cl)cc1Cl)C(Cl)(Cl)Cl)c1cccc(Cl)c1 (stereo not given)
1.7 | CN(Cc1nnc2n1N=C(c1ccccc1)CS2)S(=O)(=O)c1ccccc1Cl
-1.2 | Cc1ccccc1NS(=O)(=O)c1ccc(F)cc1
-5.9 | COCc1ccc(C(=O)Nc2ccc(-c3nc(CNC(=O)c4cc(C)on4)c(C)o3)cc2)o1
8.4 | COc1cc(-c2nn3c(Cc4ccccc4)nnc3s2)cc(OC)c1OC
-8.8 | Cc1cc(OCC(=O)Nc2nc(-c3ccccc3)cs2)cc(C)c1Cl
1.7 | C#CCOc1ccc(/C=c2\sc3n(c2=O)C(c2ccc(F)cc2)C(C(=O)OCC)=C(c2ccccc2)N=3)cc1 (stereo not given)
10.3 | COCC(=O)Nc1cc(C(=O)N[C@@H](C)c2ccccc2)cc2ncn(CCc3ccccc3)c12
1.7 | O=C(c1ccccc1)c1cccnc1Cl
-3.5 | Cc1ccc(N=C2C(=Nc3ccc(C)cc3)N(c3ccc(C)cc3)C(=S)N2c2ccc(C)cc2)cc1
-0.3 | Cc1ccc(C(=O)NCC2CCCO2)cc1[N+](=O)[O-] (stereo not given)
-5.3 | Cc1ccc(Cl)cc1N1CCN(C(c2ccc(F)cc2)c2nnc(-c3ccccc3)o2)CC1 (stereo not given)
1.7 | CCOc1cc(C)c(Cl)cc1S(=O)(=O)N1CCCCC1C (stereo not given)
3.1 | O=C(Nc1nnc(S(=O)(=O)Nc2ccccc2)s1)c1ccccc1Cl

New compounds follow
RBX1-CUL1 inh | compound
-6.3 | O=C(NCCc1ccccc1)c1ccc2c(c1)N(Cc1ccc(F)cc1Cl)C(=O)CS2
-1.4 | NS(=O)(=O)c1ccc(NC(=O)c2ccccc2I)cc1
-3.3 | CC(C)c1ccc2oc(-c3cc(NC(=O)c4cccnc4)ccc3Cl)nc2c1
-8.5 | Cc1cc(C)c(NC(=O)Cn2nc(-c3ccncc3)ccc2=O)c(C)c1
-2.9 | CCn1c(COc2ccc(Cl)cc2)nnc1SCC(=O)Nc1ccc([N+](=O)[O-])cc1C
-2.5 | CN1C(=O)C(Cc2ccc(F)cc2)=NC1=S
-12.4 | Cc1c(Cl)cccc1-n1ncc(C(=O)N2CCN(c3ncccn3)CC2)c1C1CCN(C(=O)OC(C)(C)C)CC1
-3.2 | CC1C(=O)Nc2ccc(S(=O)(=O)N3CCCCC3)cc2NC1=O (stereo not given)
-0.4 | Cc1ccc(-n2nnc(C(=O)Nc3ccc(Cl)cc3Cl)c2C)cc1C
4.3 | CCCc1c(C(=O)NC2CCCCC2)nnn1-c1ccccc1
6.0 | COc1cccc(CCC2CCCN(C(=O)CN3CCOC3=O)C2)c1 (stereo not given)
7.5 | COC(=O)Cc1cc(=O)n2[nH]c(SC)nc2n1
-13.9 | CCC(=O)Nc1ccc2nc(SCc3ccccc3)sc2c1
-2.3 | COc1ccccc1CNc1nc2ccccc2c2nc(-c3cccnc3)nn12
2.2 | O=S(=O)(NC1CC2CCC1C2)c1ccc(Cl)cc1 (stereo not given)

A different layout for two compounds above.
smiles	RBX1-CUL1 inh
O=C(NCCc1ccccc1)c1ccc2c(c1)N(Cc1ccc(F)cc1Cl)C(=O)CS2	-6.3
NS(=O)(=O)c1ccc(NC(=O)c2ccccc2I)cc1	-1.4

Next entries
RBX1-CUL1 inh | compound
-4.7 | COc1ccc(C2=C(C)C(=O)N(Cc3ccc(C(=O)Nc4cc(C)ccc4C)cc3)S2(=O)=O)cc1
4.4 | CCOC(=O)NC(=O)c1ccc(Cl)cc1
7.0 | CCOC(=O)c1cc2c(=O)n3ccccc3nc2n(CCCOC)c1=NC(=O)C(C)Oc1ccccc1 (stereo not given)
0.6 | CN(C)S(=O)(=O)c1ccc(NC(=S)NC(=O)C2CCC2)cc1
-4.2 | Cn1c(Cc2cccs2)nnc1SCC(=O)Nc1ccccc1
-8.0 | O=C(Cc1ccccc1)NC(=S)Nc1ccc(-c2nc3ncccc3o2)cc1
0.0 | O=C(N=Nc1c(O)n(Cc2cccc([N+](=O)[O-])c2)c2ccccc12)c1cc2ccccc2cc1O
-5.7 | COc1cccc(Cn2c(=O)n(CC3CCC(C(=O)N4CCOCC4)CC3)c(=O)c3sccc32)c1 (stereo not given)
